Compound activity deposited in PubChem BioAssay by several laboratories.
ABCB6 inh 2 = ABCB6 transporter inhibitors, primary screen, K562-ABCB6 cells, flow cytometry, MLPCN library. K562-ABCB6 porphyrin accumulation, 1 h; stronger effect = lower value. fluorescence ratio to DMSO, % at 10 µM. AID 602162, 2011. ATP-binding cassette sub-family B member 6 (Homo sapiens), Q9NP58. 360,000 compounds, 0.19% hits;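 active = fluorescence ratio to DMSO below 75%, the collection mean minus 3 SD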;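 also: signal is porphyrin accumulated inside mitochondria; 100% equals median channel fluorescence of DMSO control wells; lower ratio means ABCB6 inhibition with less porphyrin fluorescence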
iPSC survival up = enhancers of single-cell hiPSC survival, primary screen, ATPlite luminescence. 100% = ROCK inhibitor wells, 0% = DMSO. survival enhancement, % at 20 µM. 360,000 compounds, 0.044% hits; in the data active = survival enhancement above about 18%;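 also: cells exposed to compounds for 16 hours before the ATP read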
Cardio protect = cardioprotection against H2O2-induced cell death, primary screen, uHTS, H9c2 cells, ATPLite luminescence | AID 588492, 2011 | 360,000 compounds, 0.63% hits | protection from H2O2 cell death, % at 20 µM | H9c2 cardiomyocytes, H2O2 injury protection, 2 h;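 active = compounds giving at least 50% protection of heart cells from peroxide-induced death in the single-dose screen, raw or plate-pattern-corrected value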;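 also: 0% = DMSO wells with peroxide and 100% = DMSO wells without peroxide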
m5-HT2A agonist = mouse Htr2a agonists via beta-arrestin recruitment, primary screen, cell-based, luminescence | 5-hydroxytryptamine receptor 2A (Mus musculus), P35363 | CHO-K1 mHTR2A beta-arrestin complementation; percent of 30 µM serotonin response | activation, % at 7.6 µM | 360,000 compounds, 0.66% hits | AID 624169, 2012;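 active = activation above a run cutoff, the mean activation of all tested compounds plus 3 SD, cut at about 14% in these data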;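 also: 0% = plate median of compound wells and 100% = 30 µM serotonin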
Target sequence (P35363 whole entry, looked up): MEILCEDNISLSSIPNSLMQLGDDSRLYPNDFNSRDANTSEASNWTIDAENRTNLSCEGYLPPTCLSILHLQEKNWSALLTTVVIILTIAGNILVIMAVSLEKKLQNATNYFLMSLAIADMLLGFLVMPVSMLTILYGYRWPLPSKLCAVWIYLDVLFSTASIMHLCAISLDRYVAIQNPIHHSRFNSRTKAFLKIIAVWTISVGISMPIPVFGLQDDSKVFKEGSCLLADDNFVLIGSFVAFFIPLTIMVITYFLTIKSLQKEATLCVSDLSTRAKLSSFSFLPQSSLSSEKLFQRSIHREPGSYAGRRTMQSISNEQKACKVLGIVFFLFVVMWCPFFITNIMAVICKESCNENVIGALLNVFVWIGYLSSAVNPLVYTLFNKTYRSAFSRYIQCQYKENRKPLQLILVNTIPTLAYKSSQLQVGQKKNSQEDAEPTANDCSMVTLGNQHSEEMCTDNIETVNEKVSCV
aDG glyco up = activators of alpha-DG glycosylation, primary screen, uHTS, Pro5-aDG cells, AlphaScreen; alpha-DG glycosylation AlphaScreen (IIH6); 0% Pro5, 100% B10-LARGE cell signal; activation, % at 10 µM; 360,000 compounds, 0.22% hits; AID 624168, 2012;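 active = activation of at least 8% versus controls, or a plate z-score of at least 8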;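 also: Pro5 are CHO cells carrying HIG-tagged alpha-DG that lacks glycosylation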
PDI turbidity = inhibitors of human PDI, primary screen, biochemical, turbidity, single point, plate reader; PDI insulin aggregation turbidity, A650, 90 min; 350,000 compounds, 0.052% hits; inhibition, % at 10 µM; AID 588391, 2011;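 active = mean inhibition across replicates of 30% or more, whatever share of single replicates reach that level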;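 also: absorbance from insulin aggregation driven by PDI reduction with DTT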
Target sequence (P07237 whole entry, looked up): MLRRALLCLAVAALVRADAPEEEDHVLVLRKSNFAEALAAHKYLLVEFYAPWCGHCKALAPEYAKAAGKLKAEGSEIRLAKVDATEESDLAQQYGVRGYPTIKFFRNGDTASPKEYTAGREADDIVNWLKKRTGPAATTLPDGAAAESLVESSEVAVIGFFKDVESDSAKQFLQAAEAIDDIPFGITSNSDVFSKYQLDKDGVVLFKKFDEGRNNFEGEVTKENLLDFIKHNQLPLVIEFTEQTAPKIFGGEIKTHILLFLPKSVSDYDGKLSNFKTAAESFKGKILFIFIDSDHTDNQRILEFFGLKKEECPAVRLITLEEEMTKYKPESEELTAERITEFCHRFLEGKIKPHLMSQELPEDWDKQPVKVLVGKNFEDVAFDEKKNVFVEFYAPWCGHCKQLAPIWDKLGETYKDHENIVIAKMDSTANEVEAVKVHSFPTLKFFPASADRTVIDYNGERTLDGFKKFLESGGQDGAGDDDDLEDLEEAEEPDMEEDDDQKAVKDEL
N-glyco inh = increase of ERlucT glycosylation luciferase signal, primary screen, N-linked glycosylation inhibitor project, D54 ERlucT cells, luminescence, set 2; 360,000 compounds, 0.23% hits; D54 ERlucT glycosylation luciferase reporter, 24 h; percent of 100 nM tunicamycin response; reporter increase, % at 12.5 µM;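 active = mean luciferase reporter signal, scaled so untreated is 0 and the glycosylation-blocking control 100, at or above a set limit in every replicate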;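 also: luciferase carries N-glycosylation sites so blocking glycosylation raises the light; 0% = median of neutral control wells and 100% = median of 100 nM tunicamycin wells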
Vif inh = HIV Vif self-association inhibitors, primary screen, imaging, HEK293T, single point; HEK293T cells, Vif self-association by quenched fluorescence, 24 h; inhibition, % at 7.49 µM; 340,000 compounds, 0.35% hits; AID 602346, 2012; in the data active = inhibition above about 50%, passing the limit was not always enough; also: some results filed as inactive read as strong as hits
CaV13 ICDI inh = Disruptors of the CACNA1D IQ motif to Ca2+-dependent inactivation inhibitor domain association, primary screening, Förster resonance energy transfer in intact living …; 340,000 compounds, 0.098% hits; HEK cells, CFP/YFP FRET ICDI-IQ, plate reader, 10 min; percent FRET-ratio fall versus neutral wells; inhibition, % at 12.3 µM;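 active = mean replicate inhibition of at least 30% and at least 1% of replicates passing that level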;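 also: 0% = median of the neutral control wells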
Exocytosis inh = LAMP-1 surface exposure blockers, TALL-104 cells – cell-based, flow cytometry, MLPCN library, primary screen. TALL-104 LAMP-1 surface exposure; cells stimulated with thapsigargin and PMA. inhibition, % at 10 µM. 360,000 compounds, 0.66% hits. AID 651702, 2012;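 active = inhibition above about 55%, limit read from the data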
The depositor's hits bear a star; . = no result given; & = joins results of further samples.

SMILES | ABCB6 inh 2 | iPSC survival up | Cardio protect | m5-HT2A agonist | aDG glyco up | PDI turbidity | N-glyco inh | Vif inh | CaV13 ICDI inh | Exocytosis inh
CCN1CCc2c(C#N)c(N3CCOCC3)nc(NCc3ccccc3)c2C1 | 92 | -1.3 | 11 | -7 | -0.4 | 25 | 2 | 11 | . | -1
O=C(c1ccc2c(=O)n(C3CCCC3)c(=S)[nH]c2c1)N1CCCCCC1 | 94 | -0.1 | -12 | 2 | 0.8 | -3 | -1 | -16 | -6 | 0
CCCC(=O)Nc1ccccc1NC(=O)c1ccc(OC)cc1 | 83 | 3.0 | 3 | -4 | -0.2 | -3 | 1 | 0 | -3 | -4
NC(CO)C(=O)NNCc1ccc(O)c(O)c1O (configuration not stated) | 105 | -2.5 | -1 | 4 | 0.0 | 5 | 4 | 8&11 | -5 | -1
CCOC(=O)N1CCN(Cc2nc3c(c(=O)n(C)c(=O)n3C)n2CCC(C)C)CC1 | 91 | -1.2 | -2 | 0 | 0.1 | . | 4 | 1 | -5 | 2
CCOC(=O)N1CCN(C(=O)CCn2c(=S)[nH]c3ccsc3c2=O)CC1 | 100 | -0.2 | 2 | 5 | 0.0 | -1 | 3 | -7 | 10 | -2
COc1cccc(C(=O)NC(=S)N2c3ccccc3CC2C)c1OC (configuration not stated) | 100 | 1.0 | -14 | -4 | -0.1 | -52 | -1 | 18 | -19 | -3
CCCc1cc(C(=O)Cc2nc3ccccc3s2)c(O)cc1O | 96 | 2.4 | -14 | 1 | -0.3 | -5 | 0 | 8 | -1 | 3
Cc1cc(Cl)c2oc(C(=O)NCCN3CCCCC3CO)c(C)c2c1 (configuration not stated) | 99 | 0.5 | 12 | -6 | 0.5 | 3 | 0 | -2 | -6 | 8
CCOC(=O)Nc1cccc(NC(=O)c2cc(OC)cc(OC)c2)c1 | 100 | -0.4 | 0 | 0 | 0.0 | 1 | 2 | . | -3 | 4
CCOC(=O)COc1ccc(S(=O)(=O)NCc2ccco2)cc1 | 93 | -0.5 | 14 | 7 | 0.1 | -5 | 0 | . | -8 | 0
COc1ccc(CCNc2nc(-c3cccnc3)nc3ccccc23)cc1OC | 93 | -0.4 | 51* | 9 | -0.2 | 8 | -4 | 15 | -2 | 23
CCCC(=O)n1nc(-c2ccc(Cl)cc2)nc1SC | 101 | -1.3 | 1 | 9 | -0.1 | -1 | 4 | 3 | . | 0
COc1cccc(NC(=O)CCN2CCOCC2)c1 | 99 | -0.8 | 1 | 0 | -0.2 | -5 | 0 | -11 | -1 | -6
CCCCOC(=O)c1ccc(Nc2ccc([N+](=O)[O-])cn2)cc1 | 98 | 0.8 | 0 | 4 | 0.0 | 7 | 2 | -1 | -2 | 0
CN(c1ccccc1)S(=O)(=O)c1cccc(C(=O)Nc2cccc(C(=O)NC3CC3)c2)c1 | 98 | 0.4 | 1 | -4 | 0.1 | 0 | 0 | -18 | -6 | -2
Cc1ccccc1N(C(=O)c1ccccn1)C(C(=O)NCc1ccccc1)c1ccncc1 (configuration not stated) | 98 | -0.4 | 0 | -1 | 0.0 | -37 | 2 | 13 | -4 | 48
Cc1ccc(C(=O)Nc2nnc(CC(=O)N/N=C/c3ccncc3)s2)cc1 | 100 | 3.0 | 4 | -2 | -0.2 | 0 | 0 | -4 | -4 | -2
CCn1cc([N+](=O)[O-])c(=O)c2cc(F)c(N3CCOCC3)cc21 | 100 | -0.4 | 7 | 0 | 0.0 | -1 | 1 | 5 | -19 | -8
Cc1nn(-c2ccccc2)c(Cl)c1C(=O)NCc1cccs1 | 102 | -0.7 | -6 | 0 | 0.0 | -2 | -1 | 0 | -5 | -3
CC(C)(C)c1ccc(OC(=O)c2ccc3snnc3c2)cc1 | 96 | -2.7 | 0 | 4 | 0.0 | 4 | 2 | 12 | -1 | 6
O=C(CSc1cc([N+](=O)[O-])cc(S(=O)(=O)Cc2ccccc2)c1)NC1CC1 | 92 | -0.3 | -4 | 1 | 0.2 | -2 | 1 | 14 | -14 | -2
O=C(NNC(=O)c1ccncc1)Nc1ccc([N+](=O)[O-])cc1 | 98 | 2.6 | -21 | -5 | 0.0 | 1 | -4 | -1 | -6 | 1
COc1ccc2o/c(=N/NC(=O)c3cccs3)c(C(N)=O)cc2c1 | 114 | -2.4 | 54* | 3 | -0.3 | -4 | 6 | -3 | -5 | 2
COc1ccccc1OCCC(=O)OCC(=O)NC(C)c1ccccc1 (configuration not stated) | 104 | 1.2 | 2 | -4 | 0.0 | 8 | 0 | 6 | -15 | -1
CCOC(=O)c1cc2nc(-c3ccccc3)cc(C)n2n1 | 101 | -0.1 | 6 | 1 | 0.1 | 2 | 3 | -2 | -5 | -7
Cc1cc(NC(=O)c2cccc(N3C(=O)CCC3=O)c2)no1 | 99 | 3.8 | -8 | 0 | -0.1 | 0 | 1 | 7 | -5 | -2
Cc1ccccc1CC1(CO)CCCN(C(=O)c2ccoc2)C1 (configuration not stated) | 96 | -0.9 | 2 | -3 | -0.1 | -2 | 1 | . | -5 | 3
Clc1ccccc1-c1nnc(-c2cccs2)o1 | 99 | -1.3 | -11 | -1 | 0.1 | 19 | -5 | -8 | -4 | -2
CCOc1nc(-c2ccccc2Cl)ccc1C#N | 99 | 4.0 | -10 | -4 | 0.3 | -6 | -2 | 7 | -5 | 0
CC1CCN(C(=O)CCCNC(=O)Cn2cnc3sc4c(c3c2=O)CCCC4)CC1 | 101 | 0.2 | 1 | -5 | 0.1 | 3 | 1 | -4 | -4 | -1
O=C(c1ccc(CNS(=O)(=O)c2cccc(Cl)c2)cc1)N1CCCC1 | 95 | -1.9 | -8 | -4 | 0.3 | 16 | 2 | 2 | -7 | 2
CC(c1ccco1)N(C(=O)C12CC3CC(CC(C3)C1)C2)c1ccccn1 (configuration not stated) | 87 | -4.1 | -12 | 1 | 0.1 | -3 | 0 | 1 | -2 | -3
O=C(Nc1ccc2c(c1)OCO2)C1CC(c2ccc(Cl)cc2)=NO1 (configuration not stated) | 95 | 1.3 | -1 | 1 | -0.2 | 4 | 3 | 4 | . | -3
Oc1ccc2ccccc2c1CNc1ccc2ccccc2c1 | 89 | 0.4 | -12 | 3 | 0.4 | -3 | -2 | -1 | -2 | -1
O=C(CSc1ncccn1)NCc1ccccc1Cl | 108 | -0.8 | -6 | 1 | 0.0 | 5 | -4 | 33 | -5 | 2
NC(=O)C(=O)N/N=C/c1c2ccccc2cc2ccccc12 | 93 | -0.1 | 19 | -3 | -0.4 | 13 | 2 | -7 | -10 | -2
Cc1ccc(NC(=O)C(=O)NCCOc2ccccc2Cl)cc1 | 97 | 1.7 | 2 | -1 | 0.1 | -4 | -3 | 15 | -12 | 4
Cc1nn(C)c(C)c1NS(=O)(=O)c1cccc(Br)c1 | 94 | -0.3 | -7 | 5 | -0.1 | -9 | 0 | -4 | -14 | 0
Cc1ccc(CC(=O)Nc2cccc(C(=O)Nc3c(C)n(C)n(-c4ccccc4)c3=O)c2)cc1C | 99 | 2.2 | -5 | 0 | -0.1 | 7 | -2 | 7 | -16 | -7
CC(CC(=O)NCc1ccc(Cl)cc1)c1ccccc1 (configuration not stated) | 100 | -0.3 | 4 | -1 | 0.1 | -5 | 0 | 1 | -19 | 6
COC(=O)c1cccc(NC(=O)c2ccc(S(=O)(=O)N3CCN(C)CC3)cc2)c1 | 96 | 7.2 | 6 | -4 | -0.2 | -1 | -1 | -6 | -6 | 1
Cc1ccc(-c2csc(NC(=O)c3ccc(C)o3)n2)cc1 | 98 | 3.5 | 0 | -3 | -0.1 | 1 | 2 | -6 | -1 | 0
COc1ccc(C(=O)Nc2ccc3[nH]ccc3c2)cc1 | 102 | -0.8 | -19 | 2 | 0.0 | -3 | -15 | -5 | -2 | -7
COc1ccc(-c2csc(NC(=O)CN3C(=O)CCC3=O)n2)c(OC)c1 | 96 | 2.9 | 8 | 1 | 0.1 | -5 | 3 | 9 | -19 | -1
CC(C)C1C(C#N)=C(N)Oc2n[nH]c(C(C)(C)C)c21 (configuration not stated) | 100 | -3.2 | -2 | 4 | 0.2 | -3 | -2 | -10 | -5 | 1
CCN(CC)S(=O)(=O)c1cccc(N=Nc2c(O)c3ccccc3oc2=O)c1 | 101 | 2.3 | 6 | -3 | -0.1 | 5 | 1 | -1 | -5 | -2
CC(C)NC(=O)N(C)C[C@H]1OCc2cnnn2CCCC(=O)N([C@@H](C)CO)C[C@H]1C | 100 | -1.0 | -8 | 3 | -0.1 | 3 | 1 | -4 | -2 | 0
CN(CC(=O)Nc1cccc(F)c1)C(=O)/C=C/c1ccc(S(=O)(=O)N2CCCCCC2)cc1 | 95 | -0.3 | -15 | 2 | 0.3 | -15 | -4 | -3 | -3 | 1
CCc1ccc2c(c1)NC(=O)C2(C)Cc1ccc(Cl)cc1 (configuration not stated) | 110 | 1.9 | 2 | -5 | 0.0 | 0 | 1 | 0 | -6 | -6

A few values from the list:
Cc1ccc(-c2csc(NC(=O)c3ccc(C)o3)n2)cc1 in Vif inh shows -6
COC(=O)c1cccc(NC(=O)c2ccc(S(=O)(=O)N3CCN(C)CC3)cc2)c1 in PDI turbidity shows -1
CCN(CC)S(=O)(=O)c1cccc(N=Nc2c(O)c3ccccc3oc2=O)c1 in ABCB6 inh 2 shows 101

(further entries)
SMILES | ABCB6 inh 2 | iPSC survival up | Cardio protect | m5-HT2A agonist | aDG glyco up | PDI turbidity | N-glyco inh | Vif inh | CaV13 ICDI inh | Exocytosis inh
Cc1ccc(C(=O)NNC(=S)NC(=O)c2ccco2)cc1 | 98 | -0.8 | 0 | -4 | 0.4 | -5 | -2 | 9 | -6 | 1
CCOc1ncccc1C(=O)Nc1ccc2c(c1)OCCO2 | 96 | 0.1 | 4 | 0 | 2.4 | -8 | -3 | 2 | -6 | 2
CC1(C(=O)Nc2ccc3c(c2)OCO3)CCN1C(=O)Cc1cccc2ccccc12 (configuration not stated) | 101 | -0.6 | 2 | 4 | -0.1 | 7 | 3 | -12 | -9 | 0
Cc1c(NC(=O)COc2ccc(C(C)C)cc2)c(=O)n(-c2ccccc2)n1C | 98 | 0.1 | 0 | -1 | -0.1 | -6 | 1 | . | -1 | -2
CCCSc1nnc(CNS(=O)(=O)c2ccc(C)cc2)n1C | 98 | -0.1 | -1 | 8 | -0.2 | -1 | 0 | 3 | . | -1
CCOc1cc(N2CCOCC2)c(OCC)cc1NC(=O)COc1cccc(CC)c1 | 96 | 0.0 | -5 | -6 | 0.3 | 0 | 2 | 18 | -15 | -2

2 records picked at random from those above:
SMILES | ABCB6 inh 2 | iPSC survival up | Cardio protect | m5-HT2A agonist | aDG glyco up | PDI turbidity | N-glyco inh | Vif inh | CaV13 ICDI inh | Exocytosis inh
CCCc1cc(C(=O)Cc2nc3ccccc3s2)c(O)cc1O | 96 | 2.4 | -14 | 1 | -0.3 | -5 | 0 | 8 | -1 | 3
Cc1ccccc1N(C(=O)c1ccccn1)C(C(=O)NCc1ccccc1)c1ccncc1 (configuration not stated) | 98 | -0.4 | 0 | -1 | 0.0 | -37 | 2 | 13 | -4 | 48

Rows are unselected. About 3.1% of those tested had a hit in this group.
